14-3-3g Raf = alters human 14-3-3 gamma binding to Raf peptide; FP, 14-3-3gamma / TMR-pS259-Raf peptide binding; inhibition, % at 40 µM; 160,000 compounds, 0.19% hits; in the data active = inhibition above about 30%;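 also: 0% = protein plus tracer without compound and 100% = blank with tracer alone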
Target sequence (P61981 whole entry, looked up): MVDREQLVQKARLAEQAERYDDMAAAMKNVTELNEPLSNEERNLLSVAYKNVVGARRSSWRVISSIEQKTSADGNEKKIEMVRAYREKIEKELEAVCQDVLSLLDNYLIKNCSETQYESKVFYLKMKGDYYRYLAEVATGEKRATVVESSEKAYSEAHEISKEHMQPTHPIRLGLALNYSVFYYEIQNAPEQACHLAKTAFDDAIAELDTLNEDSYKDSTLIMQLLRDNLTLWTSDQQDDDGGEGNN
An asterisk follows results filed as active; & = joins results of further samples. This is a subset. The share of hits here may be higher or lower than overall.

SMILES	14-3-3g Raf
Cc1ccc(S(=O)(=O)N(CC(=O)N2CCN(Cc3ccccc3)CC2)c2ccc(Cl)c(C(F)(F)F)c2)cc1	2
COc1cc(C(=O)Nc2cccnc2)ccc1OCc1ccccc1Cl	-8
CCOC(=O)c1sc(=S)n(-c2cccc(Cl)c2C)c1N	-4
Cc1cccc(N=c2oc3ccc([N+](=O)[O-])cc3cc2C(=O)Nc2nccs2)c1C	0
CC(=O)NCCc1nc2ccccc2n1Cc1ccccc1	0
CN(C)C(=O)N1CCCC(C(=O)NCc2ccccc2Cl)C1 (stereo not drawn)	2&-9
Cc1ccc(S(=O)(=O)N2CCc3cc(NC(=O)c4ccc(Br)cc4)ccc32)cc1	2
CC(C)(C)c1ccc(S(=O)(=O)N2CCOCC2)cc1	0
COc1ccc(OCC(=O)N2CC3(C)CC2CC(C)(C)C3)cc1 (stereo not drawn)	7
c1ccc2c(c1)nc1n2CN(Cc2ccc3c(c2)OCO3)CN1	2
CC(C)CCNC(=O)CN(CC1CCCO1)C(=O)CCC(=O)Nc1ccccn1 (stereo not drawn)	4
Cn1c(=O)[nH]c(=O)c2[nH]c(NCc3ccco3)nc21	-14
CCC(C)N1CCN(CC2CC3C=CC2C3)CC1 (stereo not drawn)	1
COc1ccc2nc3sc(C(=O)N(C)c4cccc(C(F)(F)F)c4)cc3cc2c1	-5
CCCCCCOc1ccc(C(=O)n2cnc(N)n2)cc1	0
Cn1c(=O)[nH]c(=O)c2c1[nH]c(=S)n2CCCc1ccccc1	5
CCc1c(C)nc(Nc2nc(C)c3cc(OC)ccc3n2)[nH]c1=O	-2
CNC(=O)CN1C(=O)CSc2ncccc21	0
COc1cccc(NC(=O)CN(C)S(=O)(=O)c2cccs2)c1	-2
Cc1ccc(CNC(=O)Cc2csc(Nc3nc(=S)[nH]c4ccccc34)n2)cc1	-11
Cc1ccc2c(c1)c(=O)c1ccccc1n2CC(=O)N1CCN(c2ccccc2)CC1	-6
Cc1ccc(OCCN2CCCCCC2)c(C)c1	-4
NC(=O)C1CCN(CC(=O)N2c3ccccc3CCc3ccccc32)CC1	-3
CCOC(=O)c1cnc2cc(Cl)c(OC)cc2c1Nc1cnc2ccccc2c1	-1
C=CCOc1ccc(/C(O)=C2\C(=O)C(=O)N(Cc3cccnc3)C2c2ccc(Cl)cc2)c(C)c1 (stereo not drawn)	-11

Next part:
SMILES	14-3-3g Raf
COc1cc2c(cc1OC)C(COc1cccc(C(F)(F)F)c1)N(C(=O)CC(C)C)CC2 (stereo not drawn)	-23
O=S(=O)(Nc1ccc(Cl)c(C(F)(F)F)c1)c1cccnc1	2
CCCCN(C)C(=O)C1c2ccccc2C(=O)N2CCc3cc(OC)c(OC)cc3C12 (stereo not drawn)	-5
Cc1cc(NC(=O)CSc2nc(-c3ccco3)cc(C(F)(F)F)n2)no1	13&-6
COC(=O)c1[nH]c2cc(C)ccc2c1NC(=O)CN1CCN(C(=O)c2ccco2)CC1	-10
Cc1c(Cc2ccccc2)c(=O)oc2cc(OCc3nn[nH]n3)ccc12	-8
CSc1nc2c([nH]c3ccccc32)c(=O)n1-c1ccc(C)cc1	2
CN1C(=O)c2ccccc2CC1(C)C	10
CCOC(=O)c1cc2c(=O)n3ccccc3nc2n(C)c1=NC(=O)c1ccc(C(F)(F)F)cc1	-6
COC1=CC(=C2C=CC(=[N+](C)C)C=C2)Oc2ccccc21	-13
COC(=O)N1CCN(c2ccc(Cl)c(Cl)c2)CC1	4
Cc1ccc(NC(=O)CCNS(=O)(=O)c2cccc3nsnc23)cc1F	-2
Cc1nc2ccccc2c2oc(C(=O)NCc3ccccn3)cc12	-6
C=C(C)CC1N(c2cccc(OC)c2)C(=O)[C@@H]2C(C(=O)O)[C@H]3C=C[C@@]12O3 (stereo partly drawn)	4
COc1cc2c(cc1OC)C(C(=O)Nc1ccc(C)c(F)c1)C(c1ccc(SC)cc1)N(C)C2=O (stereo not drawn)	3
O=[N+]([O-])c1c(Nc2cc(C(F)(F)F)ccc2N2CCCCC2)ccc2nonc12	-82
CCOC(=O)c1cnc2ccc(C)cc2c1NCC(C)O (stereo not drawn)	6
CCc1nnc(NC(=O)CSc2nnc(CNc3ccc(F)cc3)n2C2CCCCC2)s1	0
COCC(=O)Oc1c(Sc2ccccc2[N+](=O)[O-])c(C)nn1-c1ccccc1	9
CCCCOc1ccc(C2Nc3ccccc3C(=O)N2c2ccc(F)cc2)cc1 (stereo not drawn)	7
O=C(Cn1nnc(-c2ccccc2F)n1)Nc1ccc(OC(F)(F)F)cc1	13
CC1=C(C(=O)Nc2cc(C)ccn2)C(c2ccccc2C)C2=C(CC(C)(C)CC2=O)N1 (stereo not drawn)	0
Cc1cccc(N(CC(=O)NCc2ccccn2)S(C)(=O)=O)c1C	-3
CCS(=O)(=O)N1N=C(c2ccccc2)CC1c1ccc2nccnc2c1 (stereo not drawn)	-51
Cn1c(=O)[nH]c(=O)c2c1nc(SCC(=O)O)n2CC(N)=O	-4

18 entries already listed, ordered by molar mass, smallest number first:
SMILES	14-3-3g Raf
CN1C(=O)c2ccccc2CC1(C)C	10
COC1=CC(=C2C=CC(=[N+](C)C)C=C2)Oc2ccccc21	-13
COC(=O)N1CCN(c2ccc(Cl)c(Cl)c2)CC1	4
Cc1nc2ccccc2c2oc(C(=O)NCc3ccccn3)cc12	-6
CSc1nc2c([nH]c3ccccc32)c(=O)n1-c1ccc(C)cc1	2
O=S(=O)(Nc1ccc(Cl)c(C(F)(F)F)c1)c1cccnc1	2
C=C(C)CC1N(c2cccc(OC)c2)C(=O)[C@@H]2C(C(=O)O)[C@H]3C=C[C@@]12O3 (stereo partly drawn)	4
CCS(=O)(=O)N1N=C(c2ccccc2)CC1c1ccc2nccnc2c1 (stereo not drawn)	-51
O=C(Cn1nnc(-c2ccccc2F)n1)Nc1ccc(OC(F)(F)F)cc1	13
Cc1cc(NC(=O)CSc2nc(-c3ccco3)cc(C(F)(F)F)n2)no1	13&-6
CCCCOc1ccc(C2Nc3ccccc3C(=O)N2c2ccc(F)cc2)cc1 (stereo not drawn)	7
O=[N+]([O-])c1c(Nc2cc(C(F)(F)F)ccc2N2CCCCC2)ccc2nonc12	-82
CC1=C(C(=O)Nc2cc(C)ccn2)C(c2ccccc2C)C2=C(CC(C)(C)CC2=O)N1 (stereo not drawn)	0
CCCCN(C)C(=O)C1c2ccccc2C(=O)N2CCc3cc(OC)c(OC)cc3C12 (stereo not drawn)	-5
COC(=O)c1[nH]c2cc(C)ccc2c1NC(=O)CN1CCN(C(=O)c2ccco2)CC1	-10
COc1cc2c(cc1OC)C(COc1cccc(C(F)(F)F)c1)N(C(=O)CC(C)C)CC2 (stereo not drawn)	-23
CCOC(=O)c1cc2c(=O)n3ccccc3nc2n(C)c1=NC(=O)c1ccc(C(F)(F)F)cc1	-6
CCc1nnc(NC(=O)CSc2nnc(CNc3ccc(F)cc3)n2C2CCCCC2)s1	0

Remaining list, next part
SMILES	14-3-3g Raf
Cc1ccc(Cn2cnc3c(nnn3Cc3ccc(Cl)cc3)c2=O)cc1	-10
CN(C1=NS(=O)(=O)c2ccccc21)c1ccc(OC(=O)c2cccc3ccccc23)cc1	3
O=C(CSc1nnc(-c2ccncc2)n1-c1ccc(Cl)cc1)N1CCOCC1	-2
CSc1nnc2c(n1)OC(c1ccsc1)Nc1ccc(Br)cc1-2 (stereo not drawn)	-16
Cc1ccccc1N=c1oc2ccc3ccccc3c2cc1C(N)=O	0
C=CCOc1cccc(C2C(C(=O)c3ccco3)=C(O)C(=O)N2CCN(CC)CC)c1 (stereo not drawn)	2
CCn1cnc2sc(C(=O)Nc3cccc(Cl)c3C)c(C)c2c1=O	-3
COc1ccc(-c2cc(C(F)(F)F)[nH]n2)cc1	-4
Cc1c(NC(=O)c2ccc(Br)o2)c(=O)n(-c2ccccc2)n1C	-3
Cc1ccc(CNC(=O)c2ccc3c(=O)n(CC4CCCO4)c(=O)[nH]c3c2)cc1 (stereo not drawn)	2
Cc1ccccc1C1CC(c2ccccc2OC(F)F)Nc2ncnn21 (stereo not drawn)	-5
CCc1nc2ccccc2n1CC(O)COc1ccc(Cl)cc1 (stereo not drawn)	0
O=C(CCS(=O)(=O)c1cccc2nsnc12)NCc1ccccc1	4
O=C(Cn1cc2c(n1)CCCC2)NCC1CCCO1 (stereo not drawn)	-4
O=S1(=O)c2ccccc2NC(c2ccccc2OCc2ccccc2)N1Cc1ccccc1 (stereo not drawn)	6
O=C(CCn1c(=O)c2sccc2n(Cc2ccc([N+](=O)[O-])cc2)c1=O)NCc1ccc2c(c1)OCO2	-15
O=C(Nc1ccccc1C(=O)N1CCCC1)c1cccc(S(=O)(=O)N2CCCCCC2)c1	-7
CC(C)N1CC(C(=O)Nc2ccc(Br)c(Cl)c2)CC1=O (stereo not drawn)	-1
COc1ccc(C2C(C(=O)c3cc4cccc(OC)c4o3)=C(O)C(=O)N2CCCN(C)C)cc1OC (stereo not drawn)	-7
Cc1ccc(S(=O)(=O)NCC(=O)N(CC(=O)NCC2CCCO2)Cc2ccccc2)cc1 (stereo not drawn)	-5
Cc1sc2ncn(CC(=O)Nc3ccc(Oc4ccccc4)cc3)c(=O)c2c1S(=O)(=O)N1CC(C)CC(C)C1 (stereo not drawn)	-9
O=C(Cn1c2ccccc2c(=O)c2ccccc21)Nc1ccc2c(c1)OCCO2	-3
O=C(O)CCC(=O)Nc1nc2nccc(-c3ccccc3)n2n1	1
Cc1ccc2nc(Nc3ncc4c(n3)CCCC4=O)nc(C)c2c1	-72
O=C(Cc1c(C(=O)O)[nH]c2ccc(Cl)cc12)Nc1ccc2c(c1)OCO2	-10

The listing continues.
SMILES	14-3-3g Raf
Cc1ccc2nc(-c3ccc(C)s3)c(Nc3ccccc3C)n2c1	-4
CCOc1ccc(Nc2cc(C(=O)NCc3cccnc3)c3ccccc3n2)cc1	1
COc1ccc2c(=O)cc(C(F)(F)F)oc2c1[N+](=O)[O-]	6
Cc1ccc(Cl)cc1N1CCN(C(=O)CCN2C(=S)NC(C)(C)CC2C)CC1 (stereo not drawn)	-2
Cc1ccnc(NC(c2ccc(F)cc2)c2c(C)[nH]c3ccccc23)c1 (stereo not drawn)	-6
CC(C)(C)c1ccc(C(=O)Nc2ccc(NC(=O)c3ccccc3F)cc2)cc1	-4
COc1ccc2cc(C(c3nnnn3CCc3ccccc3)N3CCCC(C)C3)c(=O)[nH]c2c1 (stereo not drawn)	-18
COc1ccc(NC(=O)c2nn(C)c(C(=O)Nc3ccc(OC)cc3)c2[N+](=O)[O-])cc1	-7
CC(C)CN(CC(C)C)C(=O)COc1ccc(C(C)(C)C)cc1	-2
C=CCSc1nnc2c(n1)OC(c1cccs1)Nc1ccccc1-2 (stereo not drawn)	-18
CCCN1C(=O)c2ccccc2NC1c1ccc(Cl)cc1 (stereo not drawn)	-7
Cc1ccc([N+](=O)[O-])cc1NC(=O)c1cccc(C(=O)Nc2cc([N+](=O)[O-])ccc2C)n1	4
Cc1cc([N+](=O)[O-])c(C)cc1-c1ccc(C=Cc2cc(C(F)(F)F)[nH]c(=O)n2)o1	-18
COc1cccc(OC)c1C(=O)Nc1nnc(C(C)C)s1	-2&-8
COC(=O)c1cccc(S(=O)(=O)N2CCCCC2)c1	-4
O=C(CCCn1c(=S)[nH]c2cc3c(cc2c1=O)OCO3)N1CCN(c2ccccn2)CC1	-5
COc1ccccc1NC(=O)NC1(C(=O)N2CCC(O)CC2)CCCCC1	1
Cc1ccc(C(=O)Nc2ccc3oc(-c4ccncc4)nc3c2)cc1C	-20
Cc1ccccc1NC(=O)c1cccc2nccnc12	-7
CC(=O)c1cccc(-n2c(CCC(=O)O)ccc2-c2cccs2)c1	-8
CCOC(=O)C(C(=O)Nc1ccccc1)C1CCCCC1 (stereo not drawn)	10
CC(=O)Oc1ccccc1C1OCCN1C(C)=O (stereo not drawn)	-5&-9
O=C(Nc1ccc2oc(-c3ccc4ccccc4c3)nc2c1)c1ccc([N+](=O)[O-])cc1	-9
COC(=O)CCC(=O)Nc1ccc(OC)cc1	-15
CC1([N+]([O-])=Cc2ccccc2F)CCCCC1=O (stereo not drawn)	-1

Following part.
SMILES	14-3-3g Raf
CCc1ccccc1NC(=O)c1ccc(N2CCc3ccccc32)c([N+](=O)[O-])c1	4
O=C(NC1CC1)c1ccc(-c2nc3ccccc3s2)s1	-6
CSc1ccc(-c2c(C#N)c(N)nc3c2c(C)nn3-c2ccccc2)cc1	1
COc1ccc(C(=O)Oc2ccc(C=Nc3ccccc3C)cc2[N+](=O)[O-])cc1	2
O=c1ncn2c3c(cnc(Cl)c13)CC2	-10
O=C1C2C3C=CC(C3)C2C(=O)N1Cc1cccnc1 (stereo not drawn)	1
CCOC(=O)c1cc2c(=O)n3ccccc3nc2n(C)c1=NC(=O)C(C)(C)Oc1ccc(Cl)cc1	-3
CCC12CN3CC(CC)(CN(C1)C3c1c(C)[nH]c3ccccc13)C2=O (stereo not drawn)	-4
Cc1ccc(-c2nnc(SCC(=O)N3CCCc4ccccc43)o2)cc1	-2
O=c1[nH]cc(F)c(=O)[nH]1	-13
CCCn1c(=O)c2ccccc2n2c(SCc3c(C(=O)OCC)oc4ccccc34)nnc12	-3
C=CCN1C(=O)C(CC(=O)Nc2ccccc2)SC1=Nc1c(C)n(C)n(-c2ccccc2)c1=O (stereo not drawn)	-17
CC(C)C(NS(=O)(=O)c1cccs1)C(=O)NC1CCCc2ccccc21 (stereo not drawn)	1
OCCOCCNc1ncnc2c1cnn2-c1ccccc1	0
CC1CCCCC1NC(=O)c1cc(=O)n(Cc2ccc(Cl)cc2)c2ccccc12 (stereo not drawn)	-5
CCc1ccccc1NC(=O)CN(c1cc(C(F)(F)F)ccc1Cl)S(=O)(=O)c1ccccc1	-5
CC(=O)c1ccc(NC(=O)CCCn2cnc([N+](=O)[O-])n2)cc1	-15
COc1ccc(CC(NC(C)=O)C(=O)NC2CCN(C(=O)NCc3ccccc3)CC2)cc1 (stereo not drawn)	-6
COc1ccc2nc(NCc3ccccc3)[nH]c2c1	-6
CC(C)(C)SCCNS(=O)(=O)c1ccccc1	-6
CCc1ccccc1NC(=O)C1(S(=O)(=O)c2ccc(Cl)cc2)CC1	-2
CC1(C(=O)N2CCN(c3ccc([N+](=O)[O-])cc3)CC2)CC1(Cl)Cl (stereo not drawn)	-3
Cc1ccc(NC(=O)c2oc3ccc(S(=O)(=O)N4CCCCCC4)cc3c2C)cc1Cl	-3
O=C(NC1CCCC1)c1ccc(Cn2c(=O)c3ccccc3n(Cc3cc(=O)n4ccccc4n3)c2=O)cc1	-2
COc1cc(-n2c(=O)c3ccccc3n(CC(=O)N3CCCC3)c2=O)cc(OC)c1OC	-3
CCCCN1C(=O)C(=O)c2cc(Br)ccc21	-5

High-throughput results (PubChem)
